NALP1 inh = inhibitors of NALP1 inflammasome in yeast. S. cerevisiae NALP1/ASC/caspase-1 growth, X-gal OD620, 72 h. inhibition, % at 10 µM. 280,000 tested, 0.61% active. AID 2071; in the data active = inhibition mostly above about 24%, no sharp cut-off; inactive = mostly below about 32%; also: some compounds called inactive have numbers as strong as hits
MEKK2 WT-MEK5 = raises or lowers MEK5 binding to wildtype human MEKK2 PB1 domain; binding response (% of control), % at 10 µM; bead flow cytometry, Alexa488-MEK5 binding to MEKK2 WT; actives lie on both sides; 290,000 tested, 1.1% active; Q9Y2U5; in the data active = binding response below about 67% or above about 130%
M18AAP inhibitor = blocks P. falciparum M18 aspartyl aminopeptidase | recombinant PfM18AAP, H-Glu-NHMec fluorogenic cleavage | inhibition, % at 7.35 µM | 290,000 tested, 1.2% active;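 active = inhibition above the campaign mean inhibition over all tested compounds plus 3 SD, cut at about 28% in these data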;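 also: 0% = plate median of test compound wells and 100% = 2 mM ZnCl2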
MEKK2 mut-MEK5 = signal of MEK5 binding to mutant human MEKK2 PB1 domain; percent response, % at 10 µM; bead flow cytometry, Alexa488-MEK5 binding to MEKK2 mutant; 290,000 tested, 0.35% active; in the data active = percent response above about 24%, passing the limit was not always enough; also: inactives centre near 1; some results filed as inactive read as strong as hits
GPR7 antagonist = blocks human GPR7 receptor signaling. GPR7-expressing cells, fluorescence antagonist assay. inhibition, % at 4.4 µM. 290,000 tested, 1.1% active. AID 1861; in the data active = inhibition above about 16%, passing the limit was not always enough;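 also: cells stimulated with the agonist NPW; 0% = agonist with vehicle and 100% = vehicle without agonist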
Target sequence (P48145 whole entry, looked up): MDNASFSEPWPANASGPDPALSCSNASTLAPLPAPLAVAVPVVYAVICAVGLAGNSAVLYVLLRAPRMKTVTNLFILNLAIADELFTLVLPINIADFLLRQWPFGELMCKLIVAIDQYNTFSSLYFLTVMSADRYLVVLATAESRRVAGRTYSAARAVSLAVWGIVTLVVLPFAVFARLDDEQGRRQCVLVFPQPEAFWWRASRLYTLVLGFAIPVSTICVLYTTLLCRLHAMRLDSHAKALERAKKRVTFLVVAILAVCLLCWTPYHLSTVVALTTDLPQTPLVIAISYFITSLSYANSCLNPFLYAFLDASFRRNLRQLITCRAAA
OXTR potentiate = potentiators of human oxytocin receptor | P30559 | CHO-OTR cells, Fluo-8 calcium fluorescence, potentiator mode; 0% = oxytocin EC15, 100% = EC100 | activation, % at 3 µM | 320,000 tested, 0.061% active;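 active = activation above that plate's cutoff, the mean activation of tested compounds plus 3 SD, cut at about 6.6% in these data, passing the limit was not always enough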;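 also: 100% uses oxytocin at 75 nM as the full agonist control; some results filed as inactive read as strong as hits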
Target sequence (P30559 whole entry, looked up): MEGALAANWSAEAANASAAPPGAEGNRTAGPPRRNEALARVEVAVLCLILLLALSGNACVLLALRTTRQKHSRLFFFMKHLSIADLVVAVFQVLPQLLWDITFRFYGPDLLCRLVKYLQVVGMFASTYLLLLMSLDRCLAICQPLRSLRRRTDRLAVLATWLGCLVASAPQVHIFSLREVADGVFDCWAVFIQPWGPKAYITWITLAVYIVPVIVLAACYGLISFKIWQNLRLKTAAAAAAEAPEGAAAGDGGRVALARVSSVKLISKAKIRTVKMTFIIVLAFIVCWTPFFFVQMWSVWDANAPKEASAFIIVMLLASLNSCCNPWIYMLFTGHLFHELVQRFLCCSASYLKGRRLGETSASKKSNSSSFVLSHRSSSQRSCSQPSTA
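Material: CHO-OTR cells, human receptor; compound dosing: single dose, 3.0 µM nominal final compound concentration; schedule: 6 min compound pre-incubation at room temperature, 100 s kinetic read; measured by: kinetic Fluo-8 calcium fluorescence; read-out basis: % activation vs EC15 and EC100 oxytocin; controls: EC15 oxytocin alone as 0%, 75 nM oxytocin as 100%; replicates: singlicate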
OXTR ag = activates the human oxytocin receptor | AID 2435 | activation, % at 3 µM | 320,000 tested, 0.32% active | P30559 | CHO-OTR cells, Fluo-8 calcium fluorescence; normalized: DMSO 0%, oxytocin 100%;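 active = activation above the mean of all tested compounds plus 3 SD, cutoff set per screening run, cut at about 20% in these data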;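 also: peak over basal fluorescence ratio from a 100 s FLIPR kinetic read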
GalR3 antagonist = human GalR3 antagonism; HEK293 GalR3-CNG cAMP membrane potential fluorescence; galR3 body fused to GalR1 C-terminus; inhibition, % at 3 µM; 360,000 tested, 0.44% active;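 active = inhibition above the screen-wide average plus 3 SD, cut at about 13% in these data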;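 also: forskolin and galanin both at EC90 stimulate the cells; cAMP rise reported by CNG channel membrane potential dye signal; 0% = forskolin plus galanin with DMSO and 100% = forskolin alone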
Target sequence (O60755 1-299 limits assumed): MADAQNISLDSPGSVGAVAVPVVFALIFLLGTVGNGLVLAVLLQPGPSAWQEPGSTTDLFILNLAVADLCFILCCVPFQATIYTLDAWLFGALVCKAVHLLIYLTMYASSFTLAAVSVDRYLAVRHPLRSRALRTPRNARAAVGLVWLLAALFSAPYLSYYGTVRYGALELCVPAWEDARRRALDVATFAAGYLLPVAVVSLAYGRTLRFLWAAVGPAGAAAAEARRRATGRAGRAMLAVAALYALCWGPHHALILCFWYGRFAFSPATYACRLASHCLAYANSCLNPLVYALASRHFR
V1aR counter = activates human V1a receptor in oxytocin agonist counter-screen; activation, % at 3 µM; AID 2797; 320,000 tested, 0.25% active; CHO-V1R cells, Fluo-8 calcium fluorescence, agonist mode; 0% DMSO, 100% 3 nM vasopressin; P37288;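 active = activation above the mean activation of all tested compounds plus 3 SD, per screening run, cut at about 20% in these data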;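 also: signal is peak over basal fluorescence ratio across a 100 second FLIPR read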
The depositor's hits bear a star; · = not tested or not shown. Outcome played no part in choosing rows; about 4.1% have a hit in one of these screens.

canonical_smiles,NALP1 inh,MEKK2 WT-MEK5,M18AAP inhibitor,MEKK2 mut-MEK5,GPR7 antagonist,OXTR potentiate,OXTR ag,GalR3 antagonist,V1aR counter
COc1ccc(Cl)cc1NC(=S)NC(=O)c1ccc2c(c1)OCO2,8,100,-2,1,-18,-4,-0.1,1,0.4
O=C(CCCN1C(=O)c2ccccc2C1=O)Nc1ccccn1,-7,100,3,0,-3,-14,-0.7,-5,0.3
Cc1ccc(S(=O)(=O)N(C)C)cc1NC(=O)Nc1c(-c2ccccc2)noc1C,4,102,-1,3,-7,-1,-0.3,1,0.5
COc1ccc(N(C(=O)c2ccncc2)S(=O)(=O)c2cccs2)cc1,·,97,-11,-2,-2,-8,-0.9,-2,0.4
Cc1ccc(C)c(CSc2nnc(C)c(=O)n2N)c1,14,108,2,0,2,1,-0.7,-2,-0.5
O=C(O)c1cc([N+](=O)[O-])ccc1Nc1ccccc1,16,88,0,0,-7,4,2.1,-2,4.5
O=C(NCc1ccco1)c1ccc(Cn2c(=O)c3sccc3n(Cc3cccc(F)c3)c2=O)cc1,28,107,-4,4,4,-6,4.6,-1,2.8
COc1ccc(S(=O)(=O)NCC(c2cccnc2)N2CCN(c3ccccc3)CC2)cc1C (configuration not stated),5,·,3,·,-4,-16,-2.5,-3,-1.9
O=C(Oc1ccc(-c2csnn2)cc1)C1CC1,11,103,-11,2,4,0,-1.3,-2,-0.5
CC(=O)c1ccc(Oc2cc(C)nc(N3CCOCC3)n2)cc1,24,99,-15,-3,-2,4,-0.1,0,-1.3
CN(CC(=O)N1CCc2ccccc21)S(=O)(=O)c1cccc2cccnc12,-16,102,-13,0,-1,-5,-0.7,-2,0.8
CC(=O)Oc1ccc(C(=O)OCC(=O)c2c(N)n(C)c(=O)n(C)c2=O)cc1OC(C)=O,-6,100,43*,-4,-4,0,1.0,-1,0.9

4 of these compounds in another layout.
O=C(O)c1cc([N+](=O)[O-])ccc1Nc1ccccc1
  NALP1 inh: 16
  MEKK2 WT-MEK5: 88
  M18AAP inhibitor: 0
  MEKK2 mut-MEK5: 0
  GPR7 antagonist: -7
  OXTR potentiate: 4
  OXTR ag: 2.1
  GalR3 antagonist: -2
  V1aR counter: 4.5
O=C(NCc1ccco1)c1ccc(Cn2c(=O)c3sccc3n(Cc3cccc(F)c3)c2=O)cc1
  NALP1 inh: 28
  MEKK2 WT-MEK5: 107
  M18AAP inhibitor: -4
  MEKK2 mut-MEK5: 4
  GPR7 antagonist: 4
  OXTR potentiate: -6
  OXTR ag: 4.6
  GalR3 antagonist: -1
  V1aR counter: 2.8
COc1ccc(S(=O)(=O)NCC(c2cccnc2)N2CCN(c3ccccc3)CC2)cc1C (configuration not stated)
  NALP1 inh: 5
  MEKK2 WT-MEK5: ·
  M18AAP inhibitor: 3
  MEKK2 mut-MEK5: ·
  GPR7 antagonist: -4
  OXTR potentiate: -16
  OXTR ag: -2.5
  GalR3 antagonist: -3
  V1aR counter: -1.9
O=C(Oc1ccc(-c2csnn2)cc1)C1CC1
  NALP1 inh: 11
  MEKK2 WT-MEK5: 103
  M18AAP inhibitor: -11
  MEKK2 mut-MEK5: 2
  GPR7 antagonist: 4
  OXTR potentiate: 0
  OXTR ag: -1.3
  GalR3 antagonist: -2
  V1aR counter: -0.5

Following part
canonical_smiles,NALP1 inh,MEKK2 WT-MEK5,M18AAP inhibitor,MEKK2 mut-MEK5,GPR7 antagonist,OXTR potentiate,OXTR ag,GalR3 antagonist,V1aR counter
COc1ccc2[nH]c3c(=O)n(Cc4ccc(C(=O)NCC5CCCO5)cc4)c(=S)[nH]c3c2c1 (configuration not stated),-4,119,8,178*,-2,-14,-0.3,-4,-0.5
CC(=O)Nc1ccc(NS(=O)(=O)c2ccc3ccccc3c2)cc1,16,109,-4,2,-7,-10,6.1,-9,5.5
Cc1ccc(C)c(NC(=O)COC(=O)CCC(=O)c2cccs2)c1,8,94,-4,-2,-5,2,-0.6,-2,-0.2
CC(=O)Nc1ccc(Oc2nc(C)cc(C)n2)cc1,-6,98,-2,7,-4,-7,-0.5,-2,1.6
COc1cc(/C=C/C(=O)OCC(=O)NC(=O)NC(C)(C)C)ccc1OCC#N,18,97,6,-1,-13,-12,3.2,-4,2.8
COc1cc(N=CC2=C(O)c3ccccc3C2=O)cc(OC)c1,32,103,2,-1,-7,-5,-0.8,-3,0.0
COC(=O)c1sccc1NC(=O)CSc1ccccc1NS(=O)(=O)c1ccc(Br)cc1,37,105,-10,1,-11,-19,-1.4,-3,0.1
CCOC(=O)c1cnn(-c2ccc(C)cc2)c1N,-10,104,-6,2,-1,4,0.3,0,-0.2
Cc1ccc(CN(C(=O)Cn2nnc3ccccc32)C(C(=O)NCc2ccco2)c2cccs2)cc1 (configuration not stated),18,97,-24,7,3,-11,-0.3,1,0.3
CS(=O)(=O)c1cccc(-c2csc(N3CCC(C(N)=O)CC3)n2)c1,·,·,·,·,·,-6,1.8,-3,1.6
CC(=O)c1cccc(NC(=O)COc2ccccc2C(=O)c2cc(C#N)c(=O)n(C3CCCCC3)c2)c1,18,93,0,-4,6,-8,-2.9,-7,-1.8
CCNc1nnc(-c2ccncc2)s1,6,107,-14,2,-1,-11,-0.4,-3,0.5

Further entries:
Values run as follows: NALP1 inh | MEKK2 WT-MEK5 | M18AAP inhibitor | MEKK2 mut-MEK5 | GPR7 antagonist | OXTR potentiate | OXTR ag | GalR3 antagonist | V1aR counter
> CC1=CC(=O)O[C@@H]1[C@@]1(C)C[C@H]2OC(=O)C[C@H]3[C@@H](C)C(=O)C(O)=C1[C@@]23CO
→ · | · | · | · | · | 3 | 1.3 | -4 | 0.8
> COc1cc(/C=N/NC(=O)C(=O)NCC2CCCO2)cc(Cl)c1O (configuration not stated)
→ -8 | 102 | 6 | 17 | -2 | -1 | -1.9 | -7 | -0.9
> COc1ccc(N2C(=O)CCC(C(=O)NCc3ccccn3)C2c2ccc(OC)c(OC)c2)cc1 (configuration not stated)
→ 6 | 112 | 4 | 4 | 8 | -9 | 0.2 | -1 | 1.1
> CC1=C(C(=O)N2CCOCC2)C(c2c(F)cccc2F)NC(=O)N1 (configuration not stated)
→ 5 | 100 | -9 | 0 | -5 | -17 | 0.1 | -5 | 0.5
> Cc1[nH]n(C(N)=S)c(=O)c1N=Nc1cc(-c2ccc(Br)cc2)[nH]n1
→ 1 | 93 | -7 | -3 | -6 | -4 | -0.5 | -7 | 0.9
> CCOC(=O)c1c(N)c(C#N)c2n1CCCC2
→ 5 | 90 | -5 | -5 | -8 | -3 | -0.8 | 6 | -0.8
> CC1(C)CC(=O)C=C(c2ccc(Oc3ccccc3)cc2)C1
→ · | · | · | · | · | -5 | -1.4 | 1 | 0.4
> Cn1cc(CN2CCN(c3cnccn3)CC2)c(-c2cccc(Cl)c2)n1
→ -4 | 110 | 3 | 16 | -10 | 7 | -1.0 | 0 | -1.3
> CCCCN(C(=O)COc1ccc(C)cc1OC)c1c(N)n(CCC)c(=O)[nH]c1=O
→ · | 89 | -1 | -17 | -15 | 2 | 0.1 | 7 | -1.5
> CCC(=O)Nc1cc2c(cc1C(C)=O)OCCO2
→ -91 | 108 | 1 | 13 | -5 | -11 | -0.4 | 0 | -0.5
> O=C(Nc1ccc(S(=O)(=O)N2CCc3ccccc32)cc1)c1ccco1
→ 14 | 73 | 4 | -7 | 18 | -10 | 5.7 | -6 | 3.7
> Cc1ccn(C)c(=N)c1
→ 26 | 96 | -5 | 4 | -2 | -9 | 0.8 | -9 | 7.2
> O=C(/C=C\c1ccc2c(c1)OCO2)NC1(C(=O)Nc2ccc3c(c2)OCCO3)CCCCC1
→ 11 | 107 | -3 | -1 | -1 | 5 | -2.0 | -10 | -1.4
> COc1ccc(OC)c(/C=N/NC(=O)CCc2ccc(O)c(O)c2)c1
→ 10 | 107 | 31* | 1 | -5 | -3 | 0.9 | -4 | 0.2
> COc1ccc(-c2nnc3c4ccccc4c(C)nn23)cc1
→ -5 | 106 | -1 | 9 | -6 | 3 | -1.5 | -6 | -0.5
> CCOCCOC(=O)c1[nH]c2c(c1C)C(=O)CC(c1ccccc1)C2 (configuration not stated)
→ 13 | 104 | -1 | 4 | 15 | -14 | 2.9 | 3 | 5.1
> Cc1ccc(Cn2nnc3c(=O)[nH]c(C4CCN(S(=O)(=O)c5cc(C)ccc5C)CC4)nc32)cc1
→ -9 | 87 | -1 | -5 | -14 | -6 | -0.7 | -3 | 1.7
> Cc1ccc(S(=O)(=O)NCC23C=CC(O2)C2C(=O)N(c4ccccc4)C(=O)C23)cc1 (configuration not stated)
→ 3 | 102 | -121 | 2 | 6 | -14 | -0.6 | -1 | 0.3
> COCCNC(=O)C(c1ccccc1)N(C(=O)Cn1nnc2ccccc21)c1cccnc1 (configuration not stated)
→ 8 | 110 | 3 | 10 | -13 | -9 | -0.1 | -3 | 1.3
> O=C1OC(c2ccco2)=N/C1=C\c1ccc(-c2cccc(C(F)(F)F)c2)o1
→ 22 | 90 | 6 | 0 | 4 | -1 | 0.5 | 0 | 0.3
> CS(=O)(=O)Nc1ccc(C(=O)Nc2ccc(S(=O)(=O)N3CCCC3)cc2)cc1
→ 2 | 109 | -5 | 0 | 4 | -3 | -0.4 | 6 | 0.8
> Cc1ccccc1NC(=O)CSc1nn2c(=O)c(C)nnc2s1
→ 10 | 106 | 6 | -1 | -11 | -2 | 0.1 | -5 | 0.3
> COc1ccc(C(CC(=O)O)NC(=O)c2ccccc2)cc1OC (configuration not stated)
→ 2 | 107 | 4 | 6 | 8 | -3 | 0.3 | 1 | -0.6
> CCCS(=O)(=O)N1CCN(c2cc3c(cc2[N+](=O)[O-])n(C)c(=O)n3C)CC1
→ 14 | 106 | 3 | 7 | -8 | -27 | 3.1 | 2 | 5.1
> O=C(Nc1ccccc1)NC(Cc1ccc(O)cc1)C(=O)O (configuration not stated)
→ 19 | 94 | 1 | -3 | -4 | -16 | 0.3 | -4 | 0.0
> COc1ccc(OC)c(N(CC(=O)Nc2ccccc2)S(C)(=O)=O)c1
→ 11 | 101 | -10 | 3 | 5 | -3 | 0.3 | 0 | -0.1
> CCc1cccc(NC(=O)C2CCN(S(=O)(=O)c3cccs3)CC2)c1
→ 20 | 104 | -1 | 4 | 18 | -1 | 2.8 | 0 | 4.9
> CC(C)C(NC(=O)c1ccccc1)C(=O)OCC(=O)N1CCN(c2ccccc2)CC1 (configuration not stated)
→ · | · | · | · | · | 1 | 0.5 | 1 | 0.0
